MC4R ag barr: agonists of human melanocortin 4 receptor (MC4R) beta-arrestin. U2OS MC4R beta-arrestin complementation, luminescence; percent of melanotan II response, DMSO zero. activation, % at 8.9 µM. actives 0.98% (n = 360,000). AID 540308;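 active = activation above a per-plate cutoff, the mean activation of sample wells on that plate plus 3 SD, cut at about 8% in these data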
Target sequence (P32245 whole entry, looked up): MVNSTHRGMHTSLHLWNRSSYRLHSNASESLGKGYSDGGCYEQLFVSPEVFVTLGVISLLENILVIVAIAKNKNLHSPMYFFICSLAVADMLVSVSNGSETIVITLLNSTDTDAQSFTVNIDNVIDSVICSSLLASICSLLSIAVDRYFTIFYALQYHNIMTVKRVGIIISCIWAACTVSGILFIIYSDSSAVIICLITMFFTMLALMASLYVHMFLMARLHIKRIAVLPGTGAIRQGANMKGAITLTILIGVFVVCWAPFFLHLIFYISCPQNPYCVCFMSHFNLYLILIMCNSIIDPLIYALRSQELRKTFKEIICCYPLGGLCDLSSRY
ABCB6 inh MLPCN: inhibitors of human ABC transporter ABCB6; Q9NP58; K562-ABCB6 porphyrin accumulation, flow cytometry, 1 h; stronger effect = lower value; fluorescence ratio to DMSO, % at 10 µM; actives 0.19% (n = 360,000);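 active = fluorescence ratio to DMSO below 75%, the collection mean minus 3 SD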;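 also: signal is porphyrin accumulated inside mitochondria; 100% equals median channel fluorescence of DMSO control wells; lower ratio means ABCB6 inhibition with less porphyrin fluorescence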
m5-HT2A agonist: mouse HTR2A agonism via beta-arrestin recruitment; P35363; CHO-K1 mHTR2A beta-arrestin complementation, luminescence; percent of 30 µM serotonin response; activation, % at 7.6 µM; actives 0.66% (n = 360,000); AID 624169;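 active = activation above a run cutoff, the mean activation of all tested compounds plus 3 SD, cut at about 14% in these data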;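 also: 0% = plate median of compound wells and 100% = 30 µM serotonin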
Target sequence (P35363 whole entry, looked up): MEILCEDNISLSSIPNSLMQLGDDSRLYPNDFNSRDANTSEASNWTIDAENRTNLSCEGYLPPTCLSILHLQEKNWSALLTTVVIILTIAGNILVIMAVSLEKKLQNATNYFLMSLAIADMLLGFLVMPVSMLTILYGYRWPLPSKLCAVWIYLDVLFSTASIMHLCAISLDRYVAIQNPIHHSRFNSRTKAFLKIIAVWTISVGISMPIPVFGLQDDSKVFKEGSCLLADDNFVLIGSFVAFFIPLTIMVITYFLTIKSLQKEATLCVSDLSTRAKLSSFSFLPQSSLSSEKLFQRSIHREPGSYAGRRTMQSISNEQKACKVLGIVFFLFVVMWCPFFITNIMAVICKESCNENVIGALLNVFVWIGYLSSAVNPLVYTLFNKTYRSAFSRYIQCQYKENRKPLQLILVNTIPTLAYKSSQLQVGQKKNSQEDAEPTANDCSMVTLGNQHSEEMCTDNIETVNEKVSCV
H9c2 protect: myocardial damage modulation in H9c2 cells | AID 588492 | actives 0.63% (n = 360,000) | protection from H2O2 cell death, % at 20 µM | H9c2 cardiomyocytes, H2O2 injury protection, ATPLite, 2 h;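 active = compounds giving at least 50% protection of heart cells from peroxide-induced death in the single-dose screen, raw or plate-pattern-corrected value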;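 also: 0% = DMSO wells with peroxide and 100% = DMSO wells without peroxide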
Exocytosis inh: lytic granule exocytosis inhibition; TALL-104 LAMP-1 surface exposure, flow cytometry; cells stimulated with thapsigargin and PMA; inhibition, % at 10 µM; actives 0.66% (n = 360,000); AID 651702;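 active = inhibition above about 55%, limit read from the data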
ABHD5-PLIN5 inh: blocks binding of human ABHD5 to perilipin-5. inhibition, % at 4 µM. Split G. princeps luciferase complementation, luminescence, 4 h. AID 602281. actives 0.78% (n = 360,000);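 active = inhibition above the mean inhibition across every tested compound plus 3 SD, cut at about 22% in these data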;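 also: 0% = DMSO only wells and the 100% control is not disclosed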
aDG glyco up: increases alpha dystroglycan glycosylation | Pro5-aDG cells, alpha-DG glycosylation AlphaScreen (IIH6); 0% Pro5, 100% B10-LARGE cell signal | activation, % at 10 µM | actives 0.22% (n = 360,000) | AID 624168;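 active = activation of at least 8% versus controls, or a plate z-score of at least 8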;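 also: Pro5 are CHO cells carrying HIG-tagged alpha-DG that lacks glycosylation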
iPSC survival up: hiPSC single-cell survival enhancement; ATPlite luminescence; 100% = ROCK inhibitor wells, 0% = DMSO; survival enhancement, % at 20 µM; actives 0.044% (n = 360,000); AID 602274; in the data active = survival enhancement above about 18%;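 also: cells exposed to compounds for 16 hours before the ATP read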
MC4R antagonist: human MC4R antagonism in cAMP assay | AID 540295 | inhibition, % at 6.5 µM | MC4R-expressing cells, MTII-stimulated cAMP, LANCE TR-FRET | actives 0.48% (n = 360,000) | P32245;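 active = inhibition above its plate's cutoff, the mean of tested wells on that plate plus 3 SD, cut at about 29% in these data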;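 also: 0% = Melanotan II alone and 100% = Melanotan II plus saturating MCL0020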
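Assay system: U2OS cells stably expressing human melanocortin 4 receptor (MC4R) / Dosing: 6.5 µM / Timing: compound 30 min, challenge 1 h, detection 1 h / Measured by: Eu-cAMP/anti-cAMP TR-FRET, emission 671 nm / Replicates: singlicate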
N-glyco inh: N-linked glycosylation inhibition; D54 ERlucT glycosylation luciferase reporter, 24 h; percent of 100 nM tunicamycin response; reporter increase, % at 12.5 µM; actives 0.23% (n = 360,000); AID 588692;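 active = mean luciferase reporter signal, scaled so untreated is 0 and the glycosylation-blocking control 100, at or above a set limit in every replicate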;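 also: luciferase carries N-glycosylation sites so blocking glycosylation raises the light; 0% = median of neutral control wells and 100% = median of 100 nM tunicamycin wells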
* hit, by the source's call; x = no result given.

Every second line gives: N-glyco inh, iPSC survival up, aDG glyco up, ABCB6 inh MLPCN, MC4R antagonist, MC4R ag barr, ABHD5-PLIN5 inh, m5-HT2A agonist, Exocytosis inh, H9c2 protect
(1) Cc1cc(C)c(S(=O)(=O)N2CCN(c3ccc([N+](=O)[O-])c(-n4nc(C)cc4C)c3)CC2)c(C)c1
→ -9, -0.4, -0.4, 92, 10, -2.4, -1, -2, -1, -4
(2) COc1cccc(CN2CCC2(C)C(=O)Nc2ccc(C)c(O)c2)c1F (stereo not drawn)
→ -10, 0.6, 0.4, 89, 5, 1.3, 2, -1, 2, -11
(3) CC(C)(C)NC(=O)C(=O)NN=C1CCCCCCCCCCC1
→ 0, 0.0, -0.2, 87, 5, -4.5, 4, 3, -1, 6
(4) COc1c(C)cc(C(=O)C2CCCN(Cc3ccc(Oc4ncccn4)cc3)C2)cc1C (stereo not drawn)
→ -4, -0.4, 1.0, 88, 7, 1.2, 5, 8, 0, -5
(5) CCC(C)NC(=O)CSc1nnc(-c2ccncc2)n1-c1ccc(OC)cc1 (stereo not drawn)
→ 1, -0.3, 0.4, 98, 8, -1.6, 2, 1, -1, -4
(6) Cc1cccc(Oc2nccc(C(F)(F)F)c2C(=O)Nc2ccc(F)cc2F)c1
→ 0, 0.0, -0.2, 96, -10, 20*, 0, 1, -3, -11
(7) O=S1(=O)CC=C(CSc2nc3ccccc3[nH]2)C1
→ 1, 2.4, 0.0, 100, 1, -2.1, 0, -3, 1, 11
(8) CCn1c2c(c(=N)c3ccccc31)CCC2
→ 4, 0.1, 3.4*, 93, 2, -2.5, -3, -2, -6, -6
(9) O=C(C(Cl)c1ccccc1)N1CCOCC1 (stereo not drawn)
→ -2, 1.9, 0.3, 93, 9, -0.6, 1, -6, -6, 1
(10) O=C(CSc1ccccc1)Nc1cccc(S(=O)(=O)N2CCCCC2)c1
→ -2, 0.3, 0.0, 95, 0, -1.4, 2, -12, -5, -8
(11) Cc1c(/C=N/NC(=O)c2ccc3c(c2)OCO3)cnn1C
→ -2, -1.8, -0.2, 92, 1, 1.1, 5, -6, -2, 2
(12) CCc1ccccc1N1CC23C=CC(O2)C(C(=O)OC)C3C1=O (stereo not drawn)
→ 0, -1.7, -0.1, 100, 3, 0.2, -7, -1, -3, -5
(13) O=C(CCN1C(=O)c2ccccc2C1=O)N1CCN(C(=O)c2ccccc2)CC1
→ 2, 1.2, 0.2, 94, 2, -0.5, -3, 4, -2, 7
(14) O=C1NC2(CCCCC2)C(=O)N1CC(=O)N1CCc2ccccc21
→ 2, -2.2, 0.3, 96, 4, -1.0, 0, 1, -12, 5
(15) Cc1ccnc(NC(=O)CCCOc2ccccc2)c1
→ 3, -1.2, -0.5, 87, 10, 0.3, 3, 3, 0, -3

(further entries)
Every second line gives: N-glyco inh, iPSC survival up, aDG glyco up, ABCB6 inh MLPCN, MC4R antagonist, MC4R ag barr, ABHD5-PLIN5 inh, m5-HT2A agonist, Exocytosis inh, H9c2 protect
(16) N=C1/C(=C\c2ccc(OC(=O)c3ccco3)cc2)C(=O)N=C2SC(N3CCCCC3)=NN12
→ 2, -2.7, -0.2, 100, -2, 2.5, 1, 8, 1, -11
(17) COc1ccc(-n2ncc(C(C)NS(=O)(=O)c3cc(F)ccc3C)c2C)cc1 (stereo not drawn)
→ 4, -0.2, 0.4, 100, -4, -1.4, -7, -5, 4, 2
(18) O=C([C@H]1O[C@@H](n2ccc(=O)[nH]c2=O)[C@H](O)[C@@H]1O)N(CCC1=CCCCC1)CC1CC1
→ 2, 1.3, -0.3, 96, x, x, -2, -3, -3, 2
(19) O=C(CNS(=O)(=O)c1ccc(Br)cc1Cl)OCC(=O)c1ccc[nH]1
→ 2, -0.1, 0.2, 103, 10, -2.2, -5, 4, 4, -1
(20) Cc1ccnc(NC(=O)c2ccc(Cl)c(S(=O)(=O)N3CCCCC3)c2)c1
→ -7, 0.0, -0.1, 101, 0, 1.8, -16, -4, 1, 8
(21) O=C(O)CSCC(=O)NC1CCCc2ccccc21 (stereo not drawn)
→ 1, -0.6, 0.1, 94, 3, 0.9, -4, 9, -1, 6
(22) COC(=O)CSc1nc2ccccc2c(=O)n1Cc1ccccc1
→ 3, 0.2, -0.1, 93, 4, -0.2, -5, 0, 0, -1
(23) CC(C)C(OC(=O)c1nsc(Cl)c1Cl)C(=O)NCc1ccc2c(c1)OCO2 (stereo not drawn)
→ 4, 0.5, 0.0, 96, 1, -1.2, 6, -1, -3, 2
(24) Cc1ccc(CN(Cc2cccnc2)C(=S)Nc2cccc(Cl)c2C)cc1
→ -6, 0.2, 0.3, 100, 7, -0.4, -6, -1, 2, -8
(25) COc1ccc(-c2nc3ccccc3c(=O)n2CCc2ccc(O)cc2)cc1
→ -2, -0.6, -0.2, 90, 10, -0.7, 0, 3, 18, 26
(26) COc1cc(CNC(C)(C)CO)ccc1OCC(=O)NC(C)(C)C
→ 0, 2.8, -0.1, 97, -2, 1.3, -1, 4, 3, 9
(27) O=C(Cn1cnc2c(nnn2Cc2ccccc2F)c1=O)N1CCN(c2ccccc2)CC1
→ -2, 1.3, 0.1, 81, -5, 0.3, 10, 4, 3, 0
(28) CCCCNC(=O)C(C#N)c1nc2ccccc2nc1N1CCN(Cc2ccc3c(c2)OCO3)CC1 (stereo not drawn)
→ -2, 0.3, -0.3, 107, 19, 2.1, -5, -10, -1, -1
(29) c1ccc(-n2nnc3ccccc32)cc1
→ -1, 1.2, 0.1, 95, -4, -1.1, 4, -3, 2, 1
(30) CCN1C[C@@H]2[C@@H]3C(=O)N(Cc4ccccc4)C(=O)[C@@H]3[C@](Cc3ccccc3)(C1=O)N2C(=O)c1ccc(C(C)(C)C)cc1
→ -2, -0.5, 0.4, 103, 0, 5.7, 6, -2, 16, -8

Limited to N-glyco inh, for some of the entries so far:
item | structure | N-glyco inh
16 | N=C1/C(=C\c2ccc(OC(=O)c3ccco3)cc2)C(=O)N=C2SC(N3CCCCC3)=NN12 | 2
17 | COc1ccc(-n2ncc(C(C)NS(=O)(=O)c3cc(F)ccc3C)c2C)cc1 (stereo not drawn) | 4

Following part.
Every second line gives: N-glyco inh, iPSC survival up, aDG glyco up, ABCB6 inh MLPCN, MC4R antagonist, MC4R ag barr, ABHD5-PLIN5 inh, m5-HT2A agonist, Exocytosis inh, H9c2 protect
(31) CN(Cc1ccccc1)Cc1c[nH]c2ccccc12
→ -2, 0.4, -0.1, 97, 1, 1.0, 3, -6, 2, 2
(32) CCC(=O)Oc1ccc2oc(=O)cc(C)c2c1
→ 4, -1.0, -0.3, 99, -1, -3.6, 0, 2, 9, 0
(33) Cc1ccc(S(=O)(=O)NCC(=O)OCC(=O)NC(=O)NC2CCCC2)cc1
→ 2, 6.3, 0.0, 99, 12, -1.9, -3, -1, -1, -8
(34) Cc1ccc(C(=O)c2ccccc2C(=O)OCC(=O)N2CCCC2)cc1
→ 3, -0.8, 0.0, 96, 0, -1.2, 2, 3, 2, -1
(35) Nc1ncc(Br)cc1S(=O)(=O)NC1CCCCC1
→ -2, -0.4, -0.1, 101, 7, 6.4, -4, 6, -8, -1
(36) Cc1cc(C)nc(N/N=C/c2ccc(N3CCOCC3)cc2)n1
→ 0, 0.3, -0.1, 99, -5, -0.4, 7, 0, -4, 32
(37) CC(=O)Nc1cccc(OCCOc2cccc([N+](=O)[O-])c2)c1
→ -1, 1.2, -0.2, 85, -2, -1.4, -11, -1, -6, -2
(38) Cc1sc(NC(=O)c2ccco2)c(CN2CCN(c3ccccn3)CC2)c1C
→ -2, -1.3, 0.2, 92, 20, -1.1, -1, 8, -1, 7
(39) O=[N+]([O-])c1cc(Br)c2nsnc2c1N1CCOCC1
→ 2, -0.6, 0.1, 96, 11, 1.6, 0, 2, 9, 1
(40) O=C(CCN1CCN(C/C=C/c2ccccc2)CC1)Nc1ccccc1Cl
→ 1, 0.9, -0.1, 97, 7, -0.8, 1, -4, 0, -2
(41) COCCN(CCOC)C(=O)COC(=O)c1ccc(Cl)c(S(=O)(=O)N(C)c2ccccc2)c1
→ 0, 0.6, 3.5, 98, 8, 1.7, 0, -2, -1, -2
(42) CC(C)(CN1CCN(c2ccccc2)CC1)NS(=O)(=O)c1ccccc1
→ -2, 1.1, 0.1, 98, 5, 0.9, 0, -2, -2, -4
(43) CC(C)(C)c1ccc(C(=O)Nc2cnccn2)cc1
→ -18, -4.7, 0.0, 97, 13, -1.4, -2, 0, 3, -19
(44) N#Cc1cc([N+](=O)[O-])ccc1NC(=O)COC(=O)c1cnccn1
→ 1, -0.2, 0.1, 99, 0, -2.2, 0, 4, 2, 5
(45) O=C(Cc1ccc(Cl)cc1)Nc1ccccc1CO
→ 2, 1.7, 0.3, 92, -3, 2.0, -2, -4, -4, 2

(list continues)
Every second line gives: N-glyco inh, iPSC survival up, aDG glyco up, ABCB6 inh MLPCN, MC4R antagonist, MC4R ag barr, ABHD5-PLIN5 inh, m5-HT2A agonist, Exocytosis inh, H9c2 protect
(46) COCCn1c(SCC(=O)Nc2cccc(NC(C)=O)c2)nc2c([nH]c3ccccc32)c1=O
→ x, 0.0, 0.0, 102, 2, -3.2, -3, 5, 6, 21
(47) CCO[C@H]1OC(C(=O)NCc2ccccc2)=C[C@@H](C)[C@@H]1CCCO
→ -2, -2.7, 0.5, 101, 5, 1.0, -11, 1, -1, -2
(48) OCCC1CN(Cc2nc3ccccc3s2)CCN1C1CCCC1 (stereo not drawn)
→ -1, -0.2, 0.2, 89, -5, 3.5, 2, 0, 2, 12
(49) CCSc1ccc2cc(OC)ccc2[n+]1CC
→ 3, 0.8, -0.1, 101, 9, -1.8, 6, 3, -2, -4
(50) CCOC(=O)c1[nH]ncc1[C@@H]1C[C@H]2CN(Cc3cccc(Cl)c3)C(=O)[C@]23CCCN13
→ -1, -0.4, 0.0, 93, 5, 0.8, -2, 2, -3, -1
(51) CCOC(=O)c1ccc(-n2ccnc2)c(NC(=O)c2ccc(C(C)(C)C)cc2)c1
→ 2, 2.0, 0.1, 102, 24, -0.5, -5, -4, -2, 0
(52) CCCn1c(C)cc(C(=O)CSc2nc3ccccc3c(=O)n2Cc2ccco2)c1C
→ -6, -0.4, 0.2, 94, 5, 0.9, -5, 0, 0, 3
(53) O=c1[nH]c(=O)c2cc3ccccc3nc2[nH]1
→ 3, 1.6, 0.2, 105, -5, -0.4, -12, 5, -1, 5
(54) COc1cccc2c1nc(C)c1cc(C)oc12
→ 0, -0.3, -0.2, 97, -13, -0.5, -2, 1, -4, -4
(55) O=Cc1cccn1-c1ccc2ccccc2c1
→ 1, 0.1, -0.2, 96, -9, -2.2, -2, -5, 0, 3
(56) CC1CCCCC1NC(=O)CCn1c(=O)sc2ccccc21 (stereo not drawn)
→ -1, -0.3, 0.0, 95, 3, -3.5, -5, 1, -5, -1

Bioassay records (PubChem BioAssay)
